BoNT A protease: BoNT/A light chain protease inhibitors, primary screen, biochemical, flow cytometry, MLPCN library; multiplex microsphere protease substrate cleavage; inhibition, % at 10 µM; actives 0.17% (n = 360,000); note: plate controls were buffer without enzyme for full effect and enzyme alone for no effect
CCHF vOTU inh: CCHFV vOTU protease inhibitors, primary screen, biochemical, Pep-AMC substrate, fluorescence; Crimean-Congo hemorrhagic fever virus L polyprotein viral ovarian tumor (vOTU) protease …; inhibition, % at 11.5 µM; actives 0.55% (n = 370,000); AID 651958, 2012; in the data active = inhibition above about 30%; note: 0% = vehicle wells with enzyme and 100% = no enzyme wells
Vc quorum ag: inducers of Vibrio cholerae quorum light production without autoinducers, primary screen, BH1578 luxS cqsA deficient, single point. V. cholerae BH1578 lux reporter, luminescence, 6 h. activation, % at 18.7 µM. actives 0.16% (n = 350,000). AID 588436, 2011; in the data active = activation mostly above about 9.7%, no sharp cut-off; inconclusive = no clear call, values can overlap the other calls; inactive = mostly below about 3.7%; note: not every result past the cut was called active; inactives centre near 0; reference of the scale not given here
TcdB GH inh: TcdB glycohydrolase inhibitors, primary screen, biochemical, single point, plate reader. Toxin B (Clostridioides difficile), P18177. actives 0.24% (n = 350,000). inhibition, % at 9.99 µM. AID 652162, 2013. TcdB glycohydrolase enzymatic assay; in the data active = inhibition above about 10%
Target sequence (P18177 whole entry, looked up): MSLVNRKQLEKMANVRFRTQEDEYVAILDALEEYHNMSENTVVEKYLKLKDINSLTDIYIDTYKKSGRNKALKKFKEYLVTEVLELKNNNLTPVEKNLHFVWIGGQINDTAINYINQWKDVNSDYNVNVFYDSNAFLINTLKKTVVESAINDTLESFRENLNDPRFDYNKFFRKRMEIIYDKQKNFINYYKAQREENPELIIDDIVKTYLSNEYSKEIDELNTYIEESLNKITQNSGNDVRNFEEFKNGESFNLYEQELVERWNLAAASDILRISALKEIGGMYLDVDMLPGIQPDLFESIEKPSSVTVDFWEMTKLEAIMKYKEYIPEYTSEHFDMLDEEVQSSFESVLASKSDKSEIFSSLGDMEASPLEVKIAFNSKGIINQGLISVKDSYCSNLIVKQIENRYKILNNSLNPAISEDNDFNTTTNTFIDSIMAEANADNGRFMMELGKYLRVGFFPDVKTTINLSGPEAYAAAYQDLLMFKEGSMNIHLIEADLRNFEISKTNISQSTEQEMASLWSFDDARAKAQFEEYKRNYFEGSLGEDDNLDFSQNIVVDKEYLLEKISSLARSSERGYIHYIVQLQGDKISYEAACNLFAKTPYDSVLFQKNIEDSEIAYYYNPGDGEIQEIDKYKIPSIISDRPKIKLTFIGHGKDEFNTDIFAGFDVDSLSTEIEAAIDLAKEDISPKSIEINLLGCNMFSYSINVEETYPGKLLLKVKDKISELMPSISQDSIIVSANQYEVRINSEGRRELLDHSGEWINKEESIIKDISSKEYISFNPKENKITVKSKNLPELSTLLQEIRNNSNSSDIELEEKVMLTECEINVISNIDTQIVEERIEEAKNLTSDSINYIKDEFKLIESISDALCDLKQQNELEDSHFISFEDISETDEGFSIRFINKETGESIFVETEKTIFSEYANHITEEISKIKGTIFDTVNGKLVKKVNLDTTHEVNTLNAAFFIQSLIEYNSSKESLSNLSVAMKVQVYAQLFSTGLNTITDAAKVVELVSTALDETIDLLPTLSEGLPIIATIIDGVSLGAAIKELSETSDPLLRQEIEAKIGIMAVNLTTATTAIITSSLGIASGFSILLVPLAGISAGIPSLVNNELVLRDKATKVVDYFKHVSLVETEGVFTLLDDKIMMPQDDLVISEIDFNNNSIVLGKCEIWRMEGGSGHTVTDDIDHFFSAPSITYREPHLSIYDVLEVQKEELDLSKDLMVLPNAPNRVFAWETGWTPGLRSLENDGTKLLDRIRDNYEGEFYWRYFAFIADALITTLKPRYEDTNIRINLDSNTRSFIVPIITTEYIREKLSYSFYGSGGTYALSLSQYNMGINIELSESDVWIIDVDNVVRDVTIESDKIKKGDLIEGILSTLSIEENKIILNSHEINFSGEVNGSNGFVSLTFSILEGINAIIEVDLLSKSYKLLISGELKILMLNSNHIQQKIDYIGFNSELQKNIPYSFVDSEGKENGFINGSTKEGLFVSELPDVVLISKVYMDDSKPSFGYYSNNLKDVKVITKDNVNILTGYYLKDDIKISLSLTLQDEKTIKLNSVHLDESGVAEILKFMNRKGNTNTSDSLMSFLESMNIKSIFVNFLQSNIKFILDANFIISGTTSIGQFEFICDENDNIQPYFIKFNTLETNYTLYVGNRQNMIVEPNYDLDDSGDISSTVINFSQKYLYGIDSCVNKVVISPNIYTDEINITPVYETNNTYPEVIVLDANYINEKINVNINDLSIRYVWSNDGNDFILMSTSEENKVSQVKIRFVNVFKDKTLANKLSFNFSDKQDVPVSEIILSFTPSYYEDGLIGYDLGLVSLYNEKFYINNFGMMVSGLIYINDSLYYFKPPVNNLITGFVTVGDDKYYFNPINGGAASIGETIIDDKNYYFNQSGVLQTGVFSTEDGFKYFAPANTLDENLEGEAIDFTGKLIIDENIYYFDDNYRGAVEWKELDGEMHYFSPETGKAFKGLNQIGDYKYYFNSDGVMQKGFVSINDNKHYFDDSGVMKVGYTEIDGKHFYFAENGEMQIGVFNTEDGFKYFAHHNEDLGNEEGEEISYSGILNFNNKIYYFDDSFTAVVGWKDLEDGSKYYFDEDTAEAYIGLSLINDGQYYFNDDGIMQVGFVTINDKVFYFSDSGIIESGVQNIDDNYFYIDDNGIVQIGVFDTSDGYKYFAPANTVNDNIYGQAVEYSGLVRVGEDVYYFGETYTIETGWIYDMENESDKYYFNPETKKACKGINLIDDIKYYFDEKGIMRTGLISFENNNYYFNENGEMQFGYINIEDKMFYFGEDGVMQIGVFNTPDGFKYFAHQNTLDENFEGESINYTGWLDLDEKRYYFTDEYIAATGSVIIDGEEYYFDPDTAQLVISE
Anthrax LF prot: Bacillus anthracis LF protease inhibitors, primary screen, biochemical, multiplex microsphere, MLPCN library. multiplex microsphere protease cleavage assay. inhibition, % at 10 µM. actives 0.12% (n = 360,000). AID 588501, 2011; note: plate controls were buffer without enzyme for full effect and enzyme alone for no effect
3CLpro inhibitor: SARS-CoV 3CLpro protease inhibitors, primary screen, biochemical, quenched FRET. Replicase polyprotein 1ab (Severe acute respiratory syndrome coronavirus), P0C6X7. recombinant SARS-CoV 3CLpro, quenched FRET peptide cleavage. inhibition, % at 6 µM. actives 0.14% (n = 290,000). AID 1706, 2009; in the data active = inhibition above about 12%
PfHsp40 yeast: rescue of yeast from PfHsp40 toxicity, primary screen, S. cerevisiae, ATP luminescence | S. cerevisiae expressing PfHsp40, growth rescue | growth rescue, % at 12.5 µM | actives 0.68% (n = 340,000) | AID 504582, 2011; in the data active = growth rescue above about 28%, passing the limit was not always enough; inconclusive = no clear call, values can overlap the other calls;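 note: yeast W303a lacking pdr1 and pdr3 grown in galactose medium; growth measured after three days at 30 °C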
Yp Topo-I inh: Yersinia pestis topoisomerase I inhibitors, primary screen, biochemical, cleavage product accumulation, plate reader, single point; activity, % at 10 µM; actives 0.064% (n = 360,000); Y. pestis Topo-I cleavage product accumulation; AID 504884, 2011; in the data active = activity above about 50%, passing the limit was not always enough; inconclusive = no clear call, values can overlap the other calls; note: inactives centre near 2
VHR inh abs: VHR1 phosphatase inhibitors, primary screen, biochemical, absorbance, uHTS; Dual specificity protein phosphatase 3 (Homo sapiens), P51452; recombinant VHR phosphatase, pNPP absorbance; inhibition, % at 13.3 µM; actives 0.52% (n = 290,000); AID 1654, 2009; in the data active = inhibition above about 50%; note: some compounds called inactive have numbers as strong as hits
PriA SSB inh: inhibitors of Klebsiella pneumoniae PriA binding to SSB C-terminal tail, primary screen, biochemical, AlphaScreen | PriA–SSB C-terminal tail interaction (Klebsiella pneumoniae) | AlphaScreen SSBct-PriA binding, biotinylated peptide | inhibition, % at 33 µM | actives 0.6% (n = 430,000) | AID 1272365, 2023; in the data active = inhibition mostly above about 37%, no sharp cut-off; inactive = mostly below about 20%;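 note: plate controls were negative control peptide for no effect and reference peptide for full effect; strong numbers were not always called active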
Active calls of the source: *; i = inactive; ? = inconclusive; . = no result given; & = joins results of further samples. Cut-off read from the data, not from the text of the source, unless noted: active = inhibition above about 30%; inconclusive = no clear call, values can overlap the other calls; inactive = below that.

SMILES | BoNT A protease | CCHF vOTU inh | Vc quorum ag | TcdB GH inh | Anthrax LF prot | 3CLpro inhibitor | PfHsp40 yeast | Yp Topo-I inh | VHR inh abs | PriA SSB inh
CCCOc1ccc(CSc2ncn[nH]2)cc1 | 0.2 | 3.7 | i | . | -4.3 | 4.7 | 0.7 | -0.9 | -3.9 | -11.1
CC1(C)CCCN(C(=O)c2ccc3c(c2NCCO)C(=O)c2ccccc2C3=O)C1 | 3.2 | 2.0 | -0.6 | . | -0.9 | 3.8 | 0.9 | 34.0 | 44.9 | 80.6
COc1cccc(C(=O)NNS(=O)(=O)c2ccc(F)cc2)c1 | -0.2 | 2.1 | -0.8 | -2.6 | 2.1 | -3.4 | -1.0 | -19.5 | 15.4 | -0.7
O=c1[nH]c(=O)n(C2CCCCCC2)c(O)c1C=NCc1cccnc1 | -1.2 | -1.1 | -0.3 | 0.6 | -6.0 | 2.6 | 0.8 | 3.1 | 25.5 | -2.5
Cc1nnc(N2C(=O)C(O)=C(C(=O)c3ccco3)C2c2ccc(F)cc2)s1 (stereo not given) | 1.4 | -5.5 | -0.6 | -2.0 | 4.6 | -4.0 | 0.0 | 2.3 | 19.3 | -6.3
COc1cccc(NC(=O)C2(C)CCCN2C(=O)C(C)C)c1 (stereo not given) | -0.3 | 9.9 | -0.7 | -1.8 | -5.2 | . | . | -0.3 | . | .
CC1CCCCC12NC(=O)N(CC(=O)N1CCN(C(=O)c3cccs3)CC1)C2=O (stereo not given) | -0.1 | -4.1 | i | 0.5 | -4.0 | . | -0.6 | -1.8 | . | -7.4
CS(=O)(=O)c1ccc(Cl)c(NC(=O)COC(=O)c2ccc(S(=O)(=O)N3CCCC3)cc2)c1 | 0.5 | -3.3 | i | 1.0 | -5.2 | . | -0.7 | -2.1 | . | -13.4
O=C(CSc1nnc(C2CC2)n1-c1ccccc1)NCc1ccco1 | -0.9 | -12.5 | -1.4 | . | -1.8 | -5.0 | -1.1 | -1.9 | 18.1 | -33.1
CC(=O)N1CCN(C(=O)CCN(c2ccccc2)S(=O)(=O)c2ccc(C)cc2)CC1 | 2.0 | 6.2 | -5.0 | 2.7 | -0.2 | . | 0.6 | 12.5 | . | -4.0
CC(=O)Nc1nc2ccccc2n1Cc1ccccc1Cl | -8.7 | 7.0 | i | 3.8 | -1.6 | -0.3 | -1.1 | 2.7 | 13.3 | -2.0
C=CCc1cccc(/C=N/NC(=O)CNc2cccc3ccccc23)c1O | -0.4 | 13.8 | -0.3 | 0.1 | -2.7 | -2.5 | 2.7 | -22.2 | 1.3 | .
Cc1ccc(S(=O)(=O)N2CCN(C(=O)CSc3nc(N)cc(=O)[nH]3)CC2)c(C)c1 | -0.6 | -8.8 | -0.3 | 0.4 | -0.8 | 4.0 | 0.5 | 4.0 | 17.6 | -1.7
CC(C)(C)NC(=O)Cn1c(SCC(=O)NC2CC2)nc2ccccc21 | 0.1 | 0.2 | -0.4 | 0.8 | -5.6 | 0.0 | 0.8 | -1.2 | 24.8 | -27.2
CS(=O)(=O)N1CCC(C(=O)c2cccc(Cl)c2)CC1 | -0.2 | -7.0 | -0.4 | . | -7.0 | 5.1 | 0.4 | 0.1 | 5.9 | -10.6
Cc1ccc(-c2nn(-c3ccccc3Cl)cc2C(=O)NCC2CCCO2)cc1 (stereo not given) | -1.1 | -4.6 | i | 1.5 | -2.4 | . | 1.3 | 18.2 | . | -1.6
COc1ccc(Nc2nc(C(F)(F)F)nc(C)c2C#N)cc1 | 0.2 | -10.3 | -0.5 | . | 5.4 | 6.8 | -0.6 | 2.6 | 22.7 | 6.0
COc1cc2c(cc1OC)C1=C(C#N)CCC(=O)N1CC2 | 0.6 | 6.5 | 7.7 | . | -4.1 | 8.1 | ? | -6.2 | -8.8 | -21.4
CCOC(=O)c1c(-c2ccc(F)cc2)csc1NC(=O)C1CCCO1 (stereo not given) | 0.0 | 7.2 | i | 0.9 | -0.8 | -4.0 | -0.2 | 21.5 | 16.5 | -36.9
O=c1[nH]c(=S)n(Cc2ccc(F)cc2)c(O)c1C=NCCCn1ccnc1 | -1.5 | 9.6 | -0.6 | 2.2 | 2.0 | 1.8 | -0.9 | 5.9 | 8.5 | 7.8
O=C(Nc1nc(-c2cccc3ccccc23)cs1)c1cnccn1 | -0.1 | -6.4 | i | . | 1.1 | 2.8 | 0.3 | 12.7 | 7.4 | 5.2
O=S(=O)(NCc1ccc(F)cc1)c1ccc2c(c1)OCCO2 | 0.5 | 13.2 | i | . | 1.1 | -2.6 | -0.5 | -5.8 | 12.8 | -6.8
CCn1c(SCC(=O)N2CCN(c3ccccc3)CC2)nc2c(c1=O)SC(C)C2 (stereo not given) | 0.0 | -6.1 | -0.2 | 0.3 | -1.9 | -0.2 | 0.4 | 39.2 | 7.6 | 2.8
C=CCSc1nc2ccccc2c(=O)n1C1CCOC(C)(C)C1 (stereo not given) | . | 13.2 | i | -0.2 | . | 0.9 | 0.9 | 16.9 | 17.2 | -16.1
CCn1c(=O)c2cc(S(=O)(=O)NCc3ccccc3)ccc2n(CC)c1=O | -0.2 | 1.6 | 1.6 | . | -4.3 | 1.5 | 0.6 | 6.5 | 7.2 | 2.6
COc1cccc(CN2C(=O)[C@@H]3Cc4c([nH]c5ccccc45)C(C)(C)N3C2=O)c1 | -1.7 | -3.4 | -11.1 | 0.6 | -19.2 | . | 8.7 | -6.8 | . | 16.3
COc1ccc2[nH]cc(CCNC(=O)C3CCCNC3=O)c2c1 (stereo not given) | -1.3 | 5.0 | 4.2 | -0.9 | -7.9 | -0.8 | -0.7 | -4.9 | 25.0 | -12.2
Cc1cc(C(=O)CCl)c(C)n1Cc1ccco1 | -0.9 | -9.2 | -0.2 | 0.4 | -7.6 | 25.1* | -0.3 | 15.6 | 12.3 | 23.0&0.2
Cc1ccc(N2C(=O)[C@@H]3[C@H](C2=O)[C@H]2C=C(C(=O)c4ccccc4)C=CN2[C@@H]3C(=O)c2ccc(Cl)cc2)cc1 | 2.8 | 1.5 | -0.2 | 0.1 | 1.5 | 2.1 | 1.4 | -8.2 | 2.3 | 15.2
S=c1[nH]c(-c2ccccc2)cn1/N=C/c1ccc(Br)cc1 | 0.2 | 4.8 | -0.4 | -0.7 | -3.3 | 0.3 | 5.2 | -7.6 | 17.9 | .
CCOC(=O)c1cccc(NC(=O)CCNS(=O)(=O)c2ccc3c(c2)CCN3C(=O)CC)c1 | 4.3 | -23.1 | -0.6 | . | 5.2 | -2.2 | -0.1 | 7.8 | 8.1 | -3.5
O=C(NCc1ccco1)Nc1ccc(OC(F)(F)F)cc1 | ? | -7.1 | -1.6 | 2.0 | -24.0 | 3.4 | 0.1 | 2.1 | 5.1 | -7.6
Cc1ccc2c(c1)sc[n+]2Cc1ccccc1 | 0.8 | -4.0 | -0.4 | 1.1 | -0.5 | 4.0 | 0.1 | 18.4 | 24.7 | 21.2
CCc1ccc(OCC(=O)O/N=C(\N)c2ccncc2)c(Br)c1 | -2.8 | 26.4 | 4.3 | 0.5 | -3.5 | -1.3 | 6.4 | 20.2 | -22.9 | i
COC(=O)c1c(C)nc(C)c(C(=O)OC)c1-c1ccsc1 | . | -14.2 | 0.5 | 0.2 | . | 2.6 | . | -0.7 | 44.0 | -0.1
COC(=O)c1sccc1NC(=O)Nc1ccccc1C | 4.3 | -2.8 | -0.2 | 2.3 | -3.8 | -6.2 | -0.3 | 3.5 | 7.4 | -7.9
CCOC(=O)c1[nH]c2c(OCC)nc(OCC)nc2c1Br | 0.2 | 4.4 | -0.8 | -0.2 | -1.7 | . | 0.8 | -5.3 | . | -12.4
CCN(CC)C(=O)c1ccc2c(=O)n(Cc3cccc(Br)c3)c(=S)[nH]c2c1 | . | -3.4 | . | -0.5 | . | 4.3 | . | . | 9.5 | -3.4
COc1ccc(O)c(/C=N/NC(=O)CN2CCS(=O)(=O)CC2)c1 | -0.7 | -10.2 | 0.4 | 0.7 | 0.0 | 3.1 | 1.9 | 3.6 | 8.6 | .
O=C(NCc1nc2ccccc2[nH]1)C1=C[C@@H](c2ccc(C(F)(F)F)cc2)C[C@@H](OCCCCO)O1 | -0.5 | 8.1 | i | 1.7 | 1.4 | . | 0.0 | -0.2 | . | 6.6
Cc1cccn2cc(-c3cc4ccccc4oc3=O)nc12 | -1.0 | -7.8 | i | 0.4 | -6.6 | 0.6 | -2.2 | 5.1 | 29.6 | -5.5
O=C(Cn1nnc(-c2ccccc2)n1)N/N=C/c1cc([N+](=O)[O-])c(Cl)cc1Cl | -0.2 | 0.9 | i | -0.5 | -2.3 | -1.5 | -0.1 | -0.8 | -10.8 | .
Nc1nc2c(ncn2[C@@H]2O[C@H](CNS(=O)(=O)C3CC3)[C@@H](O)[C@H]2O)c(=O)[nH]1 | -0.3 | 4.8 | . | 2.1 | -6.2 | . | . | . | . | .
O=C(/C=C/c1ccccc1Cl)OCC(=O)N1CCc2ccccc21 | -0.4 | -3.3 | -4.5 | -0.8 | -7.4 | . | . | -3.2 | . | .
C[n+]1ccccc1C1CCCC/C1=N\Nc1ccc([N+](=O)[O-])cc1[N+](=O)[O-] (stereo not given) | 0.0 | 5.2 | i | . | -6.1 | -3.9 | -0.4 | -3.0 | 9.0 | .
CCCn1nnnc1SCC(=O)N(C(C)C)C(C)C | 0.2 | 9.8 | -1.2 | -2.6 | 4.5 | 0.3 | 0.7 | 6.5 | 11.9 | -6.7
O=C(O)CCC(=O)NNC(=O)c1cccs1 | -0.7 | 7.7 | -0.3 | 1.0 | -6.6 | 1.1 | 0.3 | 6.4 | 12.2 | -3.1
CNC(=S)N1CCC(NC(=O)C(Cc2ccc(OC)cc2)NC(C)=O)CC1 (stereo not given) | -1.1 | 6.7 | i | 1.0 | 1.9 | -2.2 | -0.2 | 10.0 | 10.7 | -0.9
O=C1c2ccccc2C(=O)N1Cc1nc2ccccc2c(=O)n1CCCn1ccnc1 | -0.1 | 12.0 | -2.2 | . | -1.0 | -7.4 | -0.7 | 0.1 | 15.3 | 8.8
Cc1ccc(S(=O)(=O)/N=C(\c2ccc(Cl)cc2)N2CCOCC2)cc1 | -0.8 | 0.3 | -0.3 | . | -0.3 | -8.9 | 1.1 | -1.2 | 9.5 | .
COc1ccc(/C=N/n2cncn2)cc1COc1ccc(NC(C)=O)cc1 | -0.1 | 20.3 | -2.6 | . | 0.5 | -0.4 | 1.1 | -2.6 | 9.4 | .

Full records from above. Order of screens: BoNT A protease | CCHF vOTU inh | Vc quorum ag | TcdB GH inh | Anthrax LF prot | 3CLpro inhibitor | PfHsp40 yeast | Yp Topo-I inh | VHR inh abs | PriA SSB inh
Shown for CNC(=S)N1CCC(NC(=O)C(Cc2ccc(OC)cc2)NC(C)=O)CC1 (stereo not given) = -1.1 | 6.7 | i | 1.0 | 1.9 | -2.2 | -0.2 | 10.0 | 10.7 | -0.9
Shown for O=C(O)CCC(=O)NNC(=O)c1cccs1 = -0.7 | 7.7 | -0.3 | 1.0 | -6.6 | 1.1 | 0.3 | 6.4 | 12.2 | -3.1
Shown for O=C(Cn1nnc(-c2ccccc2)n1)N/N=C/c1cc([N+](=O)[O-])c(Cl)cc1Cl = -0.2 | 0.9 | i | -0.5 | -2.3 | -1.5 | -0.1 | -0.8 | -10.8 | .

Screening results from PubChem BioAssay.

This is a subset, so the mix of outcomes need not match the whole.
